Alkaline phosphatase – inhibition of tissue-nonspecific alkaline phosphatase – biochemical, luminescent (AID 518). purified TNAP enzyme, luminescent substrate readout; higher % means a stronger effect. inhibition, % at 20 µM, or IC50 in µM where a hit was titrated. actives 0.09% (n = 64,000); in the data active = a potency from the dose series; inactive = the rest, 99 in 100 with inhibition below about 22%;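 also: plate controls were vehicle for no effect and reference inhibitor for full effect; many of its hits are not listed in these tables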
Spn DPM-DC inh – S. pneumoniae DPM-DC inhibition | purified DPM-DC, PK/LDH coupled NADH fluorescence | calls only at 10 µM | actives 0.49% (n = 65,000) | AID 556;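 active = the 320 compounds with the highest percent inhibition in the single-dose primary screen, excluding strongly autofluorescent ones, cut at about 32% in these data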;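 also: kinetic rate of NADH fluorescence loss reporting ADP formed by the decarboxylase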
LYP inhibition – inhibition of human PTPN22 tyrosine phosphatase – biochemical, DiFMUP fluorescence, recombinant catalytic domain, 10 µM, primary screen (AID 606); one-dose inhibition, % at 10 µM; IC50 in µM for titrated hits; 52,000 tested, under 10 active; recombinant LYP catalytic domain, DiFMUP fluorescence; higher % means a stronger effect;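 active = IC50 under 40 µM in the dose-response test; inactive = IC50 of 40 µM or more, or never dose-tested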
HPDE-C7 viability – HPDE-C7 pancreatic duct cell viability loss – fluorescence, HTS (AID 430) | actives 1.8% (n = 63,000) | cytotoxicity, % at 10 µM, or EC50 in µM where a hit was titrated | HPDE-C7 pancreatic duct cells viability, fluorescence; higher % means a stronger effect;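 also: cells exposed to compound for 48 hours before viability readout; 0% = vehicle and 100% = reference cytotoxic drug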
PMK inhibit – S. pneumoniae PMK inhibition | purified PMK, PK/LDH-coupled NADH absorbance 340 nm | inhibition, % at 10 µM | actives 0.49% (n = 65,000);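 active = top-ranked compounds by inhibition in the single 10 µM screen, taking a fixed number of the strongest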;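 also: 0% = full reaction with DMSO carrier and 100% = background rate without enzyme reaction; no value below 0 was filed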
HPDE-C7K KRASV12 – viability loss of HPDE-C7K cells – cell-based, fluorescence, HTS, primary screen (AID 431). HPDE-C7K KRASV12 cells, Alamar Blue viability, 48 h; higher % means a stronger effect. one-dose cytotoxicity, % at 10 µM; EC50 in µM for titrated hits. actives 1.7% (n = 63,000);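 active = compounds whose percent cytotoxicity in the single-dose primary screen, scaled between solvent and toxic-drug controls, exceeds 50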;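 also: 0% = DMSO solvent wells and 100% = doxorubicin-treated wells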
Spn MK inh – blocks S. pneumoniae mevalonate kinase | inhibition, % at 10 µM | purified MK, PK/LDH-coupled NADH absorbance 340 nm | actives 0.48% (n = 65,000);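 active = ranked among the strongest by inhibition in the single 10 µM screen, a fixed top-ranked set picked for dose follow-up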; also: no value below 0 was filed
HT1080 cytotoxicity – cytotoxicity in HT1080 fibrosarcoma cells, cell-based, fluorescence readout (AID 620); HT1080 viability, fluorescence; higher % means a stronger effect; cytotoxicity, % at 10 µM; hits with a dose series show EC50 in µM; actives 0.42% (n = 87,000);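 also: cells exposed to compound overnight then 4 h with Alamar Blue; 0% = vehicle DMSO and 100% = killing control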
Bfl-1 inhibitors – Bfl-1 inhibitors, primary screen, biochemical, fluorescence polarization, FITC-Bid, mouse (AID 432) | FITC-Bid BH3 peptide fluorescence polarization displacement; higher % means a stronger effect | one-dose displacement, % at 20 µM; IC50 in µM for titrated hits | actives 0.02% (n = 64,000); in the data active = a potency from the dose series; inactive = the rest, 99 in 100 with displacement below about 15%; also: strong numbers were not always called active
PMK inhibit pilot replicates – recorded beside PMK inhibit, whose call it bears; inhibition, %; measured here: pilot screen replicates
Spn MK inh pilot replicates – second read-out of Spn MK inh, no call of its own (marks repeat the call); inhibition, %; measured here: pilot screen replicates
Spn DPM-DC inh pilot screen % – second read-out of Spn DPM-DC inh, no call of its own (marks repeat the call); inhibition, %; measured here: pilot screen trials
Active calls of the source: *; i = inactive; . = not tested or not shown. Rule as the data show it, unless noted: active = cytotoxicity above about 50%; inactive = the rest.

SMILES	Alkaline phosphatase	Spn DPM-DC inh	LYP inhibition	HPDE-C7 viability	PMK inhibit	HPDE-C7K KRASV12	Spn MK inh	HT1080 cytotoxicity	Bfl-1 inhibitors	others
CCC(=O)O[C@@H]1CC(=O)O[C@H](C)CC=CC=C[C@@H](O)[C@H](C)C[C@H](CC=O)[C@H](O[C@H]2O[C@H](C)[C@@H](O[C@H]3C[C@@](C)(O)[C@@H](OC(=O)CC)[C@H](C)O3)[C@H](N(C)C)[C@H]2O)[C@H]1OC	16.9%	i	13.6%	-23.3%	0.0	-0.4%	9.0	-9.4%	-1.5%	PMK inhibit pilot replicates=0.0;Spn MK inh pilot replicates=3.0;Spn DPM-DC inh pilot screen %=0.0
Cc1ccc(-c2nn(C)c(=O)c3ccccc23)cc1CNC(=O)c1ccco1	17.4%	i	-8.3%	-12.7%	8.0	4.8%	6.0	12.3%	-1.8%
Cc1oc2nc(SCC(=O)NC3CCCCC3)nc(N)c2c1C	.	i	10.7%	.	10.0	.	7.0	-2.2%	.
c1ccc(C2Nc3ccccc3-c3nc4ccccc4n32)nc1 (stereo not drawn)	12.8%	.	-3.5%	21.1%	1.0	15.2%	9.0	-3.2%	-4.2%
CCC(C)NC(=O)c1cc(CC(C)C)on1 (stereo not drawn)	14.8%	i	-7.6%	-2.2%	10.0	7.3%	7.0	3.3%	-6.0%	PMK inhibit pilot replicates=0.5;Spn MK inh pilot replicates=3.0;Spn DPM-DC inh pilot screen %=0.5
CCOC(=O)N1CCC2(CC1)C(C#N)=C(N)Oc1c2sc2nc(C)cc(C)c12	0.4%	i	20.8%	16.8%	0.0	24.3%	0.0	1.5%	3.5%
CCn1ncc(C2=NOC(C(=O)Nc3ccc4c(c3)OCO4)C2)c1C (stereo not drawn)	10.9%	i	1.8%	-23.4%	3.0	-19.9%	0.0	-10.9%	-11.7%	PMK inhibit pilot replicates=4.0;Spn MK inh pilot replicates=2.5;Spn DPM-DC inh pilot screen %=0.5
Cc1ccc(-c2nc(C)sc2CC(=O)NCc2ccco2)cc1	4.4%	i	.	2.2%	15.0	-4.7%	2.0	8.8%	14.8%
COC(=O)c1c(N)sc(C(=O)N2CCOCC2)c1C	7.3%	i	3.3%	1.7%	0.0	-0.9%	12.0	6.6%	2.2%	PMK inhibit pilot replicates=0.5;Spn MK inh pilot replicates=7.0;Spn DPM-DC inh pilot screen %=6.5
CCCc1nc(SCC(N)=O)[nH]c(=O)c1CC	0.5%	i	7.0%	10.6%	16.0	4.2%	5.0	-0.1%	-11.9%
Cc1nc(NC(=O)c2ccc(Br)s2)sc1C(=O)N(C)C	9.3%	i	-0.3%	0.3%	8.0	-9.1%	7.0	0.9%	-1.5%
Cc1nc2cc(S(=O)(=O)C(F)(F)F)ccc2s1	-1.6%	i	4.9%	-1.1%	1.0	-0.4%	6.0	-2.6%	-2.8%
COCCCNC(=O)Cn1nnc(-c2ccc(NC(=O)c3ccc(F)cc3)cc2)n1	4.2%	i	3.9%	-4.2%	10.0	3.7%	13.0	4.1%	-1.2%
O=C(NCc1cccnc1)c1noc2c1CCCC2	8.0%	i	1.0%	-7.6%	10.0	-7.0%	5.0	1.1%	-0.8%
CC1=C(C(=O)Nc2ccccc2)C(c2ccc(C)o2)N2C(=O)CSC2=N1 (stereo not drawn)	-0.5%	i	8.2%	6.0%	7.0	-5.2%	6.0	-0.8%	1.1%
COc1ccc2c(c1)c(CCN1C(=O)c3ccccc3C1=O)cn2C(=O)c1ccco1	6.4%	i	14.2%	20.5%	17.0	12.4%	5.0	2.2%	-1.7%
COC(=O)CNc1nc(OC)nc(N(C)C)n1	2.7%	i	5.8%	-16.5%	8.0	-34.4%	9.0	1.3%	-6.8%
CCOC(=O)c1[nH]c2ccc(OC)cc2c1NC(=O)c1ccc2c(c1)OCO2	6.2%	i	10.4%	-14.1%	8.0	-10.4%	6.0	-4.2%	0.3%
CN(C1=NC(=O)C(CC(=O)Nc2ccc(Br)cc2)S1)c1ccc(O)cc1 (stereo not drawn)	6.2%	i	-19.7%	17.9%	2.0	15.6%	6.0	12.9%	-2.8%
O=C(NC1CCCCCCC1)c1cnccn1	2.4%	i	.	-1.8%	13.0	0.0%	8.0	-6.0%	-8.7%
Cc1oc(-c2ccc(Cl)cc2)nc1CS(=O)CC(=O)NCCCN(C)C1CCCCC1 (stereo not drawn)	12.1%	i	.	29.0%	6.0	17.4%	5.0	.	-1.5%	PMK inhibit pilot replicates=0.0;Spn MK inh pilot replicates=2.5;Spn DPM-DC inh pilot screen %=0.0
COc1ccc(OC)c(C(=O)c2ccc(C(=O)N3CCCCC3)cc2)c1	6.3%	i	16.1%	-8.8%	0.0	0.4%	7.0	-2.6%	-9.1%
O=C(CN1C(=O)CCC1=O)Nc1ccc(Br)cc1	6.4%	i	12.3%	-4.3%	15.0	-2.1%	0.0	1.2%	-2.9%
COc1cc(OC)cc(-c2nnc(SCC(=O)N(C(C)C)C(C)C)o2)c1	-5.9%	i	14.7%	-7.9%	14.0	3.0%	8.0	-6.5%	2.0%
CCN(CC)Cc1c(O)ccc2c(-c3ccccc3)cc(=O)oc12	-3.0%	.	7.2%	-13.4%	10.0	-15.8%	7.0	2.2%	-11.7%
Cc1ccc(C(=O)OCc2nnc(-c3ccccc3)o2)o1	7.5%	i	-16.5%	7.2%	10.0	8.5%	0.0	-0.9%	1.5%
COCCn1c(N)c(C(=O)NCc2cccs2)c2nc3ccccc3nc21	-1.5%	.	-1.9%	-11.2%	8.0	9.2%	4.0	25.3%	-0.4%
CN(Cc1nc2ccccc2n1C)C(=O)c1cccs1	7.9%	i	-13.1%	12.0%	3.0	27.3%	2.0	3.3%	0.2%
CCc1nc(Nc2ccc(N3CCN(C(C)=O)CC3)cc2)c2oc3ccccc3c2n1	11.2%	i	.	44.3%	6.0	52.7%*	14.0	6.4%	7.8%
CC(=O)c1cccc(NC(=O)N2CCCC2C(=O)Nc2cc(C)ccc2C)c1 (stereo not drawn)	7.7%	i	-0.9%	-20.0%	14.0	-39.1%	6.0	-2.6%	-2.7%
Cc1cc(O)c(/C=N/c2ccccn2)c(=O)o1	.	i	.	.	13.0	.	0.0	1.5%	.
CCOc1ccc2[nH]c(=O)c(CN(Cc3cccs3)Cc3nnnn3C(C)(C)C)cc2c1	7.0%	i	.	31.8%	7.0	23.5%	8.0	5.3%	1.6%
CCN(CC)S(=O)(=O)c1csc(C(=O)NCc2ccccc2)c1	2.0%	i	.	-13.4%	0.0	-3.2%	9.0	1.8%	7.3%
Cc1cc(C)cc(C(=O)/C=C2\NC(=O)CS2)c1	-3.3%	i	-11.4%	7.3%	9.0	8.5%	2.0	14.2%	-2.2%
CN1CCN(CC(O)COCc2ccc3c(c2)OCO3)CC1 (stereo not drawn)	2.4%	i	11.0%	-3.6%	22.0	7.5%	1.0	-5.4%	0.4%
CCn1c(CSc2nnc(-c3cccnc3)n2-c2ccccc2C)nc2cc(C(=O)O)ccc21	16.1%	i	9.0%	7.6%	22.0	4.0%	9.0	4.6%	14.4%	PMK inhibit pilot replicates=0.0;Spn MK inh pilot replicates=0.0;Spn DPM-DC inh pilot screen %=0.0
O=C(NCCN1CCOCC1)c1cccc(Cl)c1	-6.0%	i	2.4%	-3.0%	4.0	-3.5%	5.0	7.4%	6.8%
Cn1c(CCNC(=O)c2ccco2)nc2cc(NS(=O)(=O)c3ccc(Cl)cc3)ccc21	9.5%	i	-1.3%	-7.5%	4.0	-8.4%	0.0	-7.6%	1.1%
COc1ccc(OC)c(-c2cc(C(=O)Nc3c(C)nn(Cc4ccc(Cl)cc4)c3C)no2)c1	-2.3%	i	4.9%	17.1%	13.0	15.7%	0.0	-12.9%	4.0%
CN(C)c1nc(N)nc(Nc2ccccc2C#N)n1	2.5%	i	-0.4%	1.2%	5.0	-9.3%	2.0	0.0%	-6.0%
CC(N=c1ccccn1C(=O)Nc1ccc(F)cc1)c1ccco1 (stereo not drawn)	3.1%	i	6.3%	-7.7%	17.0	-13.3%	2.0	-2.0%	-3.6%
N#Cc1ccc(OCC(=O)N2CCN(S(=O)(=O)c3cccs3)CC2)cc1	4.7%	i	-6.5%	-2.7%	0.0	8.5%	0.0	3.9%	-1.5%
CCOc1ccc(OCC)c(NC(=O)C2CCCN(S(=O)(=O)c3cccs3)C2)c1 (stereo not drawn)	9.9%	i	9.4%	-7.8%	13.0	-0.4%	8.0	1.9%	0.4%
CN1CCCCc2c1nc1c(c2N)CCCC1	7.8%	i	8.2%	-8.2%	6.0	3.3%	7.0	4.5%	0.5%
CC1CCN(c2nc3c(c(=O)[nH]c(=O)n3C)n2CCCc2ccccc2)CC1	-0.3%	i	3.4%	-8.5%	7.0	-4.5%	3.0	-3.0%	1.4%

Part of the list above in order of molecular weight, ascending:
SMILES	Alkaline phosphatase	Spn DPM-DC inh	LYP inhibition	HPDE-C7 viability	PMK inhibit	HPDE-C7K KRASV12	Spn MK inh	HT1080 cytotoxicity	Bfl-1 inhibitors	others
Cc1cc(O)c(/C=N/c2ccccn2)c(=O)o1	.	i	.	.	13.0	.	0.0	1.5%	.
Cc1cc(C)cc(C(=O)/C=C2\NC(=O)CS2)c1	-3.3%	i	-11.4%	7.3%	9.0	8.5%	2.0	14.2%	-2.2%
CC(N=c1ccccn1C(=O)Nc1ccc(F)cc1)c1ccco1 (stereo not drawn)	3.1%	i	6.3%	-7.7%	17.0	-13.3%	2.0	-2.0%	-3.6%
N#Cc1ccc(OCC(=O)N2CCN(S(=O)(=O)c3cccs3)CC2)cc1	4.7%	i	-6.5%	-2.7%	0.0	8.5%	0.0	3.9%	-1.5%
Cn1c(CCNC(=O)c2ccco2)nc2cc(NS(=O)(=O)c3ccc(Cl)cc3)ccc21	9.5%	i	-1.3%	-7.5%	4.0	-8.4%	0.0	-7.6%	1.1%

(more compounds)
SMILES	Alkaline phosphatase	Spn DPM-DC inh	LYP inhibition	HPDE-C7 viability	PMK inhibit	HPDE-C7K KRASV12	Spn MK inh	HT1080 cytotoxicity	Bfl-1 inhibitors	others
CCOc1ccccc1NC(=O)C1CCCN(C(=O)NCc2ccccc2)C1 (stereo not drawn)	5.5%	i	.	-10.0%	5.0	31.2%	4.0	-3.1%	-4.8%	PMK inhibit pilot replicates=5.0;Spn MK inh pilot replicates=4.0;Spn DPM-DC inh pilot screen %=2.0
C=CCn1c(SCC(=O)Nc2ccc3c(c2)OCO3)nc2ccccc2c1=O	8.3%	i	7.8%	-3.2%	9.0	0.1%	6.0	10.6%	-2.1%	PMK inhibit pilot replicates=0.0;Spn MK inh pilot replicates=0.0;Spn DPM-DC inh pilot screen %=0.0
COc1nc(-c2ccccc2)ccc1-c1noc(-c2ccccc2)n1	11.1%	i	.	-6.1%	6.0	-12.8%	1.0	37.3%	-5.4%
CCOC(=O)c1sc(N)c(C#N)c1COC(=O)CNC(=O)c1ccccc1	8.4%	i	.	-7.0%	18.0	-4.1%	3.0	27.7%	4.1%
c1ccc2oc(SCc3cn4ccccc4n3)nc2c1	14.7%	i	-1.0%	7.2%	0.0	8.9%	6.0	-0.6%	-7.0%	PMK inhibit pilot replicates=1.5;Spn MK inh pilot replicates=0.0;Spn DPM-DC inh pilot screen %=0.0
